HIV RNase H inh = inhibitors of HIV-1 reverse transcriptase RNase H. P04585. inhibition, % at 10 µM. RT-RNase H RNA/DNA duplex cleavage, fluorescence. hit rate 1.9% among 65,000; in the data active = inhibition above about 50%
RmlC RmlD mix = RmlC/RmlD inhibition, mixture screen. hit rate 0.39% among 110,000. RmlC/RmlD coupled enzyme inhibition, 384-well mixture HTS. inhibition, % at 5.5 µM; in the data active = inhibition above about 30%, passing the limit was not always enough; note: strong numbers were not always called active
* marks the source's active call; other numbers are inactive results; nt = no result given. Some of the compounds tested. The share of hits here may be higher or lower than overall.

SMILES	HIV RNase H inh	RmlC RmlD mix
Cc1ccc(Nc2nc(C(=O)N3CCC(C(=O)N4CCN(C)CC4)CC3)cs2)cc1	-6	6
O=C1c2oc3ccc(Cl)cc3c(=O)c2C(c2cccnc2)N1Cc1ccco1 (stereo not given)	2	nt
CC(C)OCCCNc1ncnc2c1cnn2-c1ccccc1	-1	-13
Cc1cc(C)nc(N2CCCC(C(=O)Nc3ccc4c(c3)OCCO4)C2)n1 (stereo not given)	6	-6
C/C=C/Cn1c(Br)nc2c1c(=O)[nH]c(=O)n2C	-8	-10
O=C1CCCc2oc3ccc(O)cc3c21	nt	10
O=C(NN=C1CCCC1)C(=O)Nc1cccc(C(F)(F)F)c1	nt	-11
COc1ccc(C)cc1-n1nnnc1SCC(=O)c1ccc2c(c1)OCCO2	-59	-63
Cc1ccc(C(=O)NC(=S)Nc2ccc3c(c2)OCCO3)c(C)c1	nt	7
COc1cccc2c(=O)n(CC(=O)N3CCN(c4ccccc4)CC3)ccc12	-14	9
CCNc1nc(Oc2ccccc2)nc(OC(C)C(=O)OCC)n1 (stereo not given)	-6	4
O=C(CN1CCCCCC1)N/N=C/c1cccs1	nt	9
Cn1cnc(S(=O)(=O)Nc2ccc(C(F)(F)F)cc2)c1	-8	7
C=CCN1C(=O)C(CC(=O)NCC)SC1=Nc1ccc(S(N)(=O)=O)cc1 (stereo not given)	-7	14
Cc1ccc(NC(=O)CSc2nc(=O)cc(N)n2-c2ccccc2)cc1	nt	-2
COc1ccc(CC(=O)Nc2ccc(-c3csc(C)n3)cc2)cc1	nt	7
COc1ccc(C2c3c(oc4ccccc4c3=O)C(=O)N2Cc2ccncc2)cc1OC (stereo not given)	4	12
Cc1ccc(CN2C(=O)CCC2C(=O)NCc2ccc3c(c2)OCO3)cc1 (stereo not given)	-10	-2
CC(=O)NS(=O)(=O)c1ccc(NC(=O)NC2CCCCC2)cc1	nt	3
O=C1CC(c2ccccc2)CC(O)=C1C=NCc1ccccc1 (stereo not given)	nt	-8
COC(=O)Nc1cc(C(F)(F)F)ccc1N1CCN(c2ccccc2)CC1	0	4
C/C(=N/OC(=O)c1cccc(Cl)c1)c1nccs1	nt	7
Cc1cc(OC(=O)CCNC(=O)OC(C)(C)C)c2c3c(c(=O)oc2c1)CCC3	-10	-5
O=C(O)CCC(=O)Nc1ccccc1N1CCOCC1	-5	nt
CCN(CC)S(=O)(=O)c1cccc(-c2nnc(SCCOc3ccc(Cl)cc3)o2)c1	0	-8
O=C(COC(=O)c1ccc(Br)o1)Nc1ccc(S(=O)(=O)N2CCCC2)cc1	-17	8
CCN1CCc2c(sc(NC(=O)c3ccc(S(=O)(=O)N4CCOCC4)cc3)c2C(N)=O)C1	0	-6
Cc1nn(Cc2cccc(C(=O)NC(C)c3ccc(C(C)(C)C)cc3)c2)c(C)c1[N+](=O)[O-] (stereo not given)	nt	8
CCOC(=O)c1c(Nc2ccc(Cl)cc2)sc(/C=C2\C=Nc3ccccc32)c1O	nt	2
CC(=O)Oc1ccccc1C(=O)Nc1ncc([N+](=O)[O-])s1	nt	-10
CCOc1ccc2[nH]c(=O)c(C(c3nnnn3Cc3ccco3)N3CCCC(C)C3)cc2c1 (stereo not given)	24	12
O=C(c1ccco1)N1CCN(C(=O)C2CC(c3ccc(Cl)c(Cl)c3)=NO2)CC1 (stereo not given)	-3	5
Cn1nc(C(=O)NCc2cccnc2)c2ccccc2c1=O	-11	-4
Cc1ccccc1C(=O)N1CCN(c2ccc(NC(=O)c3ccco3)cc2Cl)CC1	4	7
CCOc1ccc(N2C(=O)CC(SC(=NC)Nc3ccc(F)cc3)C2=O)cc1 (stereo not given)	nt	-133
C=CCNC(=O)NC(=O)COC(=O)CCCSc1nc2ccccc2[nH]1	-1	-7
COc1nc(-c2ccc(C)cc2)ccc1-c1noc(-c2cccnc2)n1	-1	-63
CC(=O)Nc1ccc(Nc2ncnc3c2cnn3-c2ccc(C)cc2C)cc1	nt	-3
C=CCn1c(NC)cc(=O)n(C)c1=O	-13	-15
O=C(NC1CCCC1)C(c1ccccc1F)N(C(=O)c1ccco1)C1CCCC1 (stereo not given)	4	-9
COC(=O)c1ccc(NC(=O)CSc2nnc(C(C)NC(=O)c3ccccc3Cl)n2C)cc1 (stereo not given)	nt	7
COc1cccc(OC)c1C(=O)Nc1ccc(N2CCCCC2)cc1	nt	-13
CCN1CC=C2C(C#N)=C(N)C(C#N)(C#N)[C@H](c3ccoc3)[C@H]2C1	nt	-12
CCOc1ccccc1-c1nc(C(N)=O)c2[nH]c(=O)n(-c3cccc(C)c3)c2n1	-18	nt
COc1cc(NS(=O)(=O)c2ccc(C)cc2)c2ncccc2c1	-72	-14
Cc1cc(C)c2c(n1)sc1c(O)cc(=O)[nH]c12	4	14
COc1ccccc1CC(=O)N1CCN(c2cccc(C(F)(F)F)c2)CC1	-8	8
Cc1cccc(Cn2cc(SCC(=O)Nc3nccs3)c3ccccc32)c1	nt	-15
CCOc1nc(C)ccc1-c1noc(CC)n1	nt	17
COc1cc(CNC(=O)c2ccc3c(c2)S(=O)(=O)c2ccccc2C3=O)cc(OC)c1	nt	7
O=C(c1ccc2c3c(cccc13)CC2)N1CCN(c2ncccn2)CC1	-14	-10
Cn1c(=O)c2c(ncn2CC(=O)OCC(=O)NC2CCCc3ccccc32)n(C)c1=O (stereo not given)	2	12
O=C(c1cccc(-c2nnc(-c3ccccc3)o2)c1)N1CCCCC1	-6	-14
CCOC(=O)CNc1c(-c2ccc(O)cc2)nc2ccc(Cl)cn12	-11	12
CC(C)NC(=O)c1ccccc1NC(=O)c1ccccc1N(C)S(C)(=O)=O	4	-6
CC1=Nn2c(nnc2-c2ccccc2)SC1	-2	-12
Cc1cc(N2CCCC2=O)c(N)cc1N	3	10
O=C(NCCN1CCN(c2ccccc2)CC1)C1CCN(S(=O)(=O)c2cccc3nonc23)CC1	0	-11
Cc1ccc(S(=O)(=O)N(Cc2ccccc2)Cc2ccco2)cc1	-27	nt
CCOc1ccc2ccccc2c1C(=O)N1CCN(c2ccccc2)CC1	-1	12
More records.
SMILES	HIV RNase H inh	RmlC RmlD mix
Cc1cc(NCCCN2CCOCC2)n2c(nc3ccccc32)c1C#N	-15	71*
CCNC(=O)C1CC(=O)N(Cc2ccc3c(c2)OCO3)C(=Nc2ccc(OCC)cc2)S1 (stereo not given)	22	nt
Cc1c(OCc2ccccc2)cccc1OCc1ccccc1	nt	-12
O=C(CN1CCN(C(=O)c2cccs2)CC1)Nc1ccc(Br)cc1	-7	-28
COCCCNC(=O)C1CCN(c2nc(C)cc(C)n2)CC1	2	11
Cc1cc(C)c(C(=O)CSc2nnc(-c3ccccc3Br)o2)cc1C	4	9
CC(c1ccco1)N(C(=O)C12CC3CC(CC(C3)C1)C2)c1ccccn1 (stereo not given)	-4	-9
Cc1cccc2c1-c1sc(C(=O)Nc3nccs3)cc1CO2	nt	-88
CN(C)CCN1C(=O)C(=O)/C(=C(/O)c2ccc(F)cc2)C1c1ccccc1F (stereo not given)	13	2
CCOC(=O)c1nnc(-c2ccccc2)nc1Sc1ccccc1Cl	nt	-10
CC(=O)N(Cc1ccccc1)c1ccc(C(=O)O)cc1	-8	-9
COC(=O)c1ccc(C2/C(=C(\O)c3ccc(OC)c(C)c3)C(=O)C(=O)N2c2cc(C)on2)cc1 (stereo not given)	10	-12
CC(C)NC(=O)Cn1c(SCC(=O)N2CCCc3ccccc32)nc2ccccc21	-65	7
Cc1nnc(N(Cc2ccco2)C(=O)c2cccc(C#N)c2)s1	-11	-9
COC(=O)c1ccc(OCc2nc(N)nc(N3CCOCC3)n2)cc1	-13	-9
c1cncc(CNC2=NCCCCC2)c1	-6	-1
COc1ccc(Br)cc1C(=O)Nc1ccc(O)cc1	-45	-13
CCc1cccc2c(=O)c(C(=O)N3CCCCCC3)c[nH]c12	2	8
NC(=O)NC(c1ccccc1)c1ccccc1F (stereo not given)	3	-12
COC(=O)c1oc2nc(C)cc(C)c2c1N	-12	43
O=C(c1cccc(S(=O)(=O)N2CCOCC2)c1)N1CCN(c2ccc(F)cc2)CC1	nt	8
CN1CCN(S(=O)(=O)c2ccc(-c3ccc(S(=O)(=O)N4CCN(C)CC4)cc3)cc2)CC1	4	nt
Cn1c(=O)cc(OCC(=O)NC2CCCCC2)c2ccccc21	-19	-11
Cc1n(CC(O)COC2CCCCC2)c2ccccc2[n+]1C (stereo not given)	nt	-9
CCC(Cc1ccccc1)NC(=O)CN1C(=O)CSc2ncccc21 (stereo not given)	-11	80
CC1(c2ccccc2)NC(=O)N(CC(=O)NC(=O)NC2CCCC2)C1=O (stereo not given)	3	-10
COc1cc(C(=O)NCCc2ccc(S(N)(=O)=O)cc2)cc(OC)c1OC	-7	-16
Cc1cc(O)ccc1NC(=O)c1ccccc1	-9	nt
CSc1nc(NCc2ccco2)c2ccccc2n1	nt	3
CCCCNS(=O)(=O)c1ccc(OC)c(Cl)c1Cl	nt	9
Cc1cc(C)c(C#N)c(Sc2nnnn2-c2ccccc2)n1	nt	5
Cc1cccc(N(C(=O)c2ccc(CN3CCOCC3)o2)C(C(=O)NC2CCCCC2)c2ccc(F)cc2)c1 (stereo not given)	nt	8
COc1ccc(N(CC(=O)N2CCN(C)CC2)S(=O)(=O)c2ccccc2)cc1OC	-15	-10
O=C(Nc1cccc2c1CCCC2)C1CCN(c2nnnn2-c2ccccc2)CC1	-5	-12
CCOC(=O)C(C)n1cnc2c(nnn2-c2cccc(Cl)c2)c1=O (stereo not given)	-7	-12
COc1cccc(N(CC(=O)NC(C)(C)C)C(=O)C2CSC(=O)C2)c1 (stereo not given)	-12	9

Ordered by count of non-hydrogen atoms (high to low): 14 of the compounds above.
SMILES	HIV RNase H inh	RmlC RmlD mix
Cc1cccc(N(C(=O)c2ccc(CN3CCOCC3)o2)C(C(=O)NC2CCCCC2)c2ccc(F)cc2)c1 (stereo not given)	nt	8
CN1CCN(S(=O)(=O)c2ccc(-c3ccc(S(=O)(=O)N4CCN(C)CC4)cc3)cc2)CC1	4	nt
O=C(c1cccc(S(=O)(=O)N2CCOCC2)c1)N1CCN(c2ccc(F)cc2)CC1	nt	8
COc1cc(C(=O)NCCc2ccc(S(N)(=O)=O)cc2)cc(OC)c1OC	-7	-16
CC1(c2ccccc2)NC(=O)N(CC(=O)NC(=O)NC2CCCC2)C1=O (stereo not given)	3	-10
COc1cccc(N(CC(=O)NC(C)(C)C)C(=O)C2CSC(=O)C2)c1 (stereo not given)	-12	9
CCOC(=O)C(C)n1cnc2c(nnn2-c2cccc(Cl)c2)c1=O (stereo not given)	-7	-12
Cn1c(=O)cc(OCC(=O)NC2CCCCC2)c2ccccc21	-19	-11
Cc1n(CC(O)COC2CCCCC2)c2ccccc2[n+]1C (stereo not given)	nt	-9
CSc1nc(NCc2ccco2)c2ccccc2n1	nt	3
CCCCNS(=O)(=O)c1ccc(OC)c(Cl)c1Cl	nt	9
Cc1cc(O)ccc1NC(=O)c1ccccc1	-9	nt
COC(=O)c1oc2nc(C)cc(C)c2c1N	-12	43
c1cncc(CNC2=NCCCCC2)c1	-6	-1

Part of the list above in order of formula weight, highest first:
SMILES	HIV RNase H inh	RmlC RmlD mix
O=C(Nc1cccc2c1CCCC2)C1CCN(c2nnnn2-c2ccccc2)CC1	-5	-12
CC1(c2ccccc2)NC(=O)N(CC(=O)NC(=O)NC2CCCC2)C1=O (stereo not given)	3	-10
Cc1cc(C)c(C#N)c(Sc2nnnn2-c2ccccc2)n1	nt	5

Remaining list, next part:
SMILES	HIV RNase H inh	RmlC RmlD mix
CCCCn1c2c(c(=O)n(C)c1=O)C(CC(=O)OCC(=O)Nc1cccc(C(F)(F)F)c1)C(=O)N2 (stereo not given)	-1	11
Cc1ccccc1NC(=O)C1c2cccc[n+]2CC(=O)N1c1c(C)cccc1C (stereo not given)	nt	1
CCN(CCNC(=O)c1cccc(N2CCCC2=O)c1)c1ccccc1	-22	-9
CC1=C(C(=O)OCc2ccccc2)C(c2ccco2)C2=C(CC(C)(C)CC2=O)N1 (stereo not given)	-14	10
COc1ccc(C)cc1NC(=O)CN1CCN(c2ccc(F)cc2)CC1	-6	1
COC(=O)Cc1[nH]nc2c1C(c1cccc(OC)c1OC)C(C#N)=C(N)O2 (stereo not given)	1	7
O=C(NC1CCN(Cc2ccccc2)CC1)C12CC3CC(CC(C3)C1)C2	nt	-2
COc1ccccc1C(=O)Nc1nnc(-c2ccco2)s1	nt	3
Cc1ccc(C)c(NS(=O)(=O)c2c(C)ccc3nsnc23)c1	-72	-7
CC(Nc1cc(=O)n(C)c(=O)[nH]1)c1ccccc1 (stereo not given)	-8	-13
CCC(=O)N(CC(=O)Nc1sc(C)c(C)c1C(N)=O)C1CCCCC1	nt	-13
c1ccc2c(N3CCCCC3)nc(N3CCCC3)nc2c1	-33	-14
O=C(CC(=O)c1cc(Cl)ccc1O)c1ccccc1	28	4
Cc1ccc(Cn2c(NCCc3ccccc3)nc3c2c(=O)n(C)c(=O)n3C)cc1	-26	-1
CC(C)(C)N=C1SCC(C)(/C=N/O)S1 (stereo not given)	5	20
CCOc1ccc(-c2nc(C#N)c(NC3CC3)o2)cc1	-18	-44
CC(C)(C)NC(=O)CN(Cc1cccs1)C(=O)c1csnn1	-3	-9
COc1cc(O)c(C(CC(=O)N2CCCC2)c2ccc3c(c2)OCO3)c(OC)c1 (stereo not given)	nt	-9
O=C(Nc1nnc(SCc2ccccc2)s1)c1cc2c(s1)CCCC2	nt	13
CCOC(=O)c1cnn2c(C(F)F)cc(C3CC3)nc12	-4	-14
